# aSyn UTR inh: MLPCN primary screen, SNCA 5' untranslated region; hit rate 0.82% among 300,000; alpha-synuclein 5'UTR reporter, inhibitor activity; inhibition, % (tested at 7.5 µM); AID 1813, 2009; in the data active = inhibition above about 60%;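 also: H4 neuroglioblastoma cells stably carrying SNCA 5'UTR luciferase fusion; 0% = DMSO wells and 100% = positive control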
# HSF1 inhib: HSF1 inhibitors in luciferase reporter cells, primary screen, cell-based, NIH3T3, luminescence. NIH3T3-HGL HSE-luciferase, MG132-induced, luminescence 8 h; active compounds read low. activity change, negative = inhibition, % at 7.5 µM (by protocol). hit rate 0.77% among 300,000;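 active = more than half of replicate wells show activity change below -50%, luminescence cut by over half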;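 also: luciferase reports HSF-1 transcriptional activity via heat shock element; 0% = median of DMSO wells and -100% = zero luminescence signal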
# HSF1 activator: HSF-1 activators, primary screen, NIH3T3-HGL cells, MG132 stress, luminescence, single point; activation, % at 9 µM; hit rate 1.7% among 300,000; NIH3T3-HGL HSF-1 luciferase reporter, 8 h; 100% = twice DMSO control signal; AID 504408, 2011;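 active = mean replicate activation of at least 50% with a set share of replicates each reaching 50%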;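 also: 0% = median of the neutral control wells and 100% = twice that signal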
# KLF5 inhibitor: KLF5 expression inhibitors, primary screen, DLD-1 cells, luminescence. DLD-1 KLF5 promoter-luciferase reporter. inhibition, % at 5 µM. hit rate 0.23% among 290,000. AID 1700, 2009;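 active = inhibition above a per-plate limit of that plate's mean compound inhibition plus 3 SD, cut at about 60% in these data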;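 also: 0% = DMSO wells and 100% = LY294002 at 200 µM; higher means less KLF5 promoter-driven luciferase light; inactives centre near -14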
# GSK3beta inhib: human GSK3beta kinase inhibitors, primary screen, biochemical, cell-free homogeneous, HTS; AID 2097, 2009; Glycogen synthase kinase-3 beta (Homo sapiens), P49841; hit rate 0.038% among 300,000; GST-GSK3beta kinase, ADP-Glo luminescence, 60 min; active compounds read low; activity score (negative = inhibition), % at 10 µM;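 active = more than half of replicate wells score below -50%, meaning over 50% inhibition versus plate controls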;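 also: 0% = median DMSO wells and -100% = median GW8510 positive control wells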
# Target sequence (P49841 whole entry, looked up): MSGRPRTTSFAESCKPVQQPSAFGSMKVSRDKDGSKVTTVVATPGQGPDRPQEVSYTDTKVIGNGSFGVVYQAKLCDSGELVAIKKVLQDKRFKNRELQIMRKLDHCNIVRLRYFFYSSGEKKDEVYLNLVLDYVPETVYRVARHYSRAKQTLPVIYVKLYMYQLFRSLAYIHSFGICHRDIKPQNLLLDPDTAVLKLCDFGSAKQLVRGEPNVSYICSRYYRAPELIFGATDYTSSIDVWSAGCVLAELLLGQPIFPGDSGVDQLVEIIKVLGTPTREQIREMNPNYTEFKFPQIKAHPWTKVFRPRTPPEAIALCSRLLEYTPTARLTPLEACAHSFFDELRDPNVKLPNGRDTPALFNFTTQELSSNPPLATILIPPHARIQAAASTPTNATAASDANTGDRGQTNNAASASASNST
#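 Test system: GST-tagged human GSK3beta kinase, cell-free; evaluation: activity score scaled between in-plate DMSO and GW8510 controls; measured by: ADP-Glo luminescence; incubation: 60 min reaction, RT; benchmarks: DMSO and 20 µM GW8510; reagent: peptide substrate plus 25 µM ATP (final); medium: Tris/MgCl2 kinase buffer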
# HIF act: HIF pathway transcriptional activators, primary screen, cell-based, U2OS HRE-luciferase, luminescence. U2OS HRE-luciferase reporter; normalized: DMSO 0%, desferrioxamine 100%. activation, % at 7.5 µM (by protocol). hit rate 0.32% among 300,000;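 active = mean activation of at least 10% of the iron chelator positive control signal, with at least half of replicates also reaching 10%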
# IEC-6 cytotox: cytotoxicity in IEC-6 intestinal epithelial cells, primary screen, cytotoxicity control for KLF5 inhibitor project, cell-based, luminescence | IEC-6 cytotoxicity, luminescence viability | inhibition, % at 5 µM | hit rate 0.78% among 290,000 | AID 1825, 2009; in the data active = inhibition above about 22%;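 also: 0% = plate median of test compound wells and 100% = cytotoxic reference compound wells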
# AI-2 QS modul: Vibrio harveyi AI-2 quorum sensing modulators, primary screen, JMH597 strain, luminescence/OD600 ratio | AID 2094, 2009 | activity change, % at 7.5 µM | hit rate 0.4% among 300,000 | Vibrio harveyi JMH597 AI-2 luminescence/OD600 ratio, 9 h; active compounds read low; strain lacks LuxN and CqsS sensors; 0 = neutral-control median; in the data active = activity change below about -75%, passing the limit was not always enough;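 also: luminescence divided by OD600 gain over 9 h not by final OD600 alone; inactives centre near 13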
# HSP90 refold inh: HSP90 inhibitors, primary screen, cell lysate, luminescence; Heat shock protein HSP 90 (rabbit reticulocyte lysate; luciferase refolding); Rabbit reticulocyte lysate, luciferase refolding luminescence, 3 h; inhibition, % at 5.6 µM; hit rate 0.91% among 290,000;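 active = inhibition above the screen-wide mean plus 3 SD, computed separately per campaign, cut at about 16% in these data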;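 also: 0% = DMSO wells and 100% = 60 µM geldanamycin wells; inhibitors lower the luminescence because luciferase stays unfolded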
# GSK3 alpha inh: blockers of GSK3A enzyme activity – biochemical, luminescence, cell-free homogeneous, HTS, primary screen | Glycogen synthase kinase-3 alpha (Homo sapiens), P49840 | GSK-3 alpha kinase, ADP-Glo luminescence, 60 min | inhibition, % at 10 µM | hit rate 0.1% among 320,000;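 in the data active = inhibition above about 50%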;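 also: GST-tagged GSK-3 alpha with peptide substrate and 25 µM ATP; 0% = DMSO neutral wells and 100% = GW8510 positive control wells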
# Target sequence (P49840 whole entry, looked up): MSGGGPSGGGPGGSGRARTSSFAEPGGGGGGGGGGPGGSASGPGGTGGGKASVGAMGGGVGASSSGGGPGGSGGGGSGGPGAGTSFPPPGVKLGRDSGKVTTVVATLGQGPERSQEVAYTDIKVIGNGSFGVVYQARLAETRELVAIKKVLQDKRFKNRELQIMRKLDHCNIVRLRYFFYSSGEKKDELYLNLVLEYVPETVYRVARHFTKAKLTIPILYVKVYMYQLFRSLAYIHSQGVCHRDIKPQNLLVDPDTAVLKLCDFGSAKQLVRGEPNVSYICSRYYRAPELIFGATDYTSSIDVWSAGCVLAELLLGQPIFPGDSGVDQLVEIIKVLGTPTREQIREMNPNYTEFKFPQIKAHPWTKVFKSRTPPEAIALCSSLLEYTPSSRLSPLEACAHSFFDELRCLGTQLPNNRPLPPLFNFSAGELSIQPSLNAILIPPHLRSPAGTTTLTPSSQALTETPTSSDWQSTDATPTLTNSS
# Numbers without * were called inactive; nt = no result given.
SMILES,aSyn UTR inh,HSF1 inhib,HSF1 activator,KLF5 inhibitor,GSK3beta inhib,HIF act,IEC-6 cytotox,AI-2 QS modul,HSP90 refold inh,GSK3 alpha inh
COc1ccc(-c2nc(NC(=O)Cn3c(=O)oc4ccccc43)sc2C)cc1,-69.9,-5.5,1.2,1.7,-1.7,-0.5,0.6,32.3,-7.2,2.2
Cc1noc(C)c1CSc1nc2ccccc2c(=O)n1-c1ccc(F)cc1F,-5.0,13.2,-11.8,-3.1,-0.1,0.2,12.5,25.6,2.3,-1.7
CCCCCn1cnc2sc(-c3ccccc3)cc2c1=O,-298.6,29.9,56.9*,-50.6,3.3,3.8,0.0,-0.5,-1.4,-7.2
CCn1c(C)nc2cc(-c3nnc(-c4c(-c5ccccc5)noc4C)o3)ccc21,18.5,-6.9,-4.9,-36.2,0.7,-0.8,9.4,10.4,1.0,-3.1
c1ccc(-n2cnc3cc(NCc4cccs4)ccc32)cc1,-166.7,-66.6*,-68.8,-67.3,2.6,2.5,-7.2,-18.5,51.3*,-1.1
Cc1ccc(CNC(=O)C2(S(=O)(=O)c3ccc(C)cc3)CC2)cc1,8.7,-1.7,11.4,-8.1,-4.3,-0.6,-5.1,3.4,-3.2,0.5
Cc1nn(Cc2ccccc2Cl)c(C)c1NC(=O)/C=C/c1cnn(C)c1,-27.6,5.9,34.1,-23.9,1.7,0.0,-2.8,29.1,0.9,0.5
Cc1ccc(/C=C2/N=C(c3ccccc3)NNC2=O)cc1,13.2,-5.6,7.8,-9.3,0.9,-0.1,-1.0,22.7,0.9,-0.8
Cc1ccc(S(=O)(=O)n2nccc2-c2c(-c3ccc(Cl)cc3)noc2C)cc1,14.3,10.0,24.4,-7.7,5.3,1.2,0.8,17.7,6.0,0.7
O=C(NCC(=O)N1CCOCC1)c1ccc(Br)cc1,-22.7,0.0,2.7,-12.8,2.6,-0.3,2.5,6.1,-2.1,-0.4
Cc1cccc(C(C)C)c1NC(=O)c1ccc(CN(c2ccccc2)S(=O)(=O)c2ccccc2)cc1,-0.1,-12.2,2.5,-19.4,1.5,-0.7,3.1,11.1,2.9,1.1
CC(C)Cn1c(S(=O)(=O)O)nc2ccccc21,-0.2,-0.7,-13.1,-23.2,1.9,0.3,-7.0,8.7,1.9,-4.9
C/C(N)=C(/C#N)C(=O)CSc1nnc(NC(C)C)s1,-58.8,4.3,2.6,-74.3,1.1,0.2,-4.4,14.0,-5.5,-1.7
O=C(NC1CCCCC1)C(c1ccco1)N(C(=O)c1csnn1)C1CCCC1 (stereo unspecified),17.0,-7.0,8.1,-21.3,-0.1,-0.2,0.2,8.0,-1.3,-2.7
CCOC(=O)C1C(=O)C=C(c2ccc(C)cc2)CC1c1ccccc1 (stereo unspecified),11.0,0.6,9.3,-6.7,-1.3,-0.3,1.1,14.2,6.3,-0.8
N#C/C(=C\c1ccc(-c2ccccc2[N+](=O)[O-])o1)C(=O)Nc1nc(-c2cccs2)cs1,-36.3,-1.2,-11.5,-22.1,12.8,-0.1,-0.5,11.1,-0.9,-1.6
Nc1ccccc1OCP(=O)(c1ccccc1)c1ccccc1,4.9,25.1,25.8,-0.4,-0.7,-0.1,-2.1,15.6,-0.4,1.2
Cc1ccc2onc(CC(=O)O)c2c1,21.1,-7.9,-21.0,-18.9,-2.0,-0.3,-3.5,76.5,-7.5,1.0
Cc1cc2c(cc(C(=O)OC(C(=O)NCc3ccco3)C(C)C)n2C)o1 (stereo unspecified),20.9,0.6,24.0,-5.5,-1.6,-0.1,8.2,3.1,2.6,0.8
Cc1nc2ccccc2c(=O)n1NC(=O)c1ccc(F)cc1Cl,10.3,-3.0,-8.9,-34.9,0.2,0.2,-2.0,19.5,10.8,2.9
O=C(NNC(=O)c1cccs1)c1ccc([N+](=O)[O-])cc1,-29.6,0.3,-3.4,-38.5,-1.7,0.1,1.1,-5.1,3.0,1.1
O=C(O)c1ccc2nc(-c3ccco3)c(-c3ccco3)nc2c1,1.8,-2.3,15.7,16.3,-1.4,-0.5,-25.3,20.3,-0.9,nt
COc1ccc(/C=C/C(=O)Nc2ccc3c(c2)OCCO3)cc1OC,-15.3,0.3,2.4,-17.0,1.1,0.3,6.4,34.5,0.7,-1.0
CC1CCCN(C(=O)c2ccc3c(c2)C(=O)N(CCC2=CCCCC2)C3=O)C1 (stereo unspecified),-14.6,-6.3,-2.6,1.3,2.2,-0.2,13.6,14.2,-0.1,-0.9
CN(C)c1ccccc1C(=O)c1ccccc1N(C)C,-6.3,24.7,36.3,-18.0,1.5,0.8,74.0*,29.5,-3.1,-4.6
SMILES,aSyn UTR inh,HSF1 inhib,HSF1 activator,KLF5 inhibitor,GSK3beta inhib,HIF act,IEC-6 cytotox,AI-2 QS modul,HSP90 refold inh,GSK3 alpha inh
CC1Sc2ccc(S(=O)(=O)N3CCC(C(=O)NCc4ccccc4)CC3)cc2NC1=O (stereo unspecified),16.4,-3.0,-16.4,0.8,-0.4,0.1,5.7,30.7,-0.5,-0.4
COc1ccc([C@@H]2[C@@H]3C(=O)N(C(C)(C)C)C(=O)[C@@H]3[C@]3(Cc4ccccc4)C(=O)N(c4cccc(F)c4)C(=O)N23)cc1,12.4,-2.3,-10.3,nt,3.8,-0.2,nt,22.3,nt,-1.4
CN1CCN(C(=O)C2=C[C@@H](C(C)(C)C)C[C@@H](OCc3ccc(CO)cc3)O2)CC1,12.0,-8.9,-28.0,6.9,0.6,-0.1,0.6,-5.1,2.1,-0.1
CN1C(=O)C(=O)/C(=C(/O)c2ccc(Br)cc2)C1c1cccc([N+](=O)[O-])c1 (stereo unspecified),9.3,-4.6,-16.8,15.7,1.3,-1.0,-0.7,8.3,-0.1,-6.8
CCCCNc1nc(N)nc(-c2cc(Cl)ccc2O)n1,-66.8,12.9,5.3,-64.2,0.9,12.5*,0.4,2.8,-2.1,6.5
O=C1C(Cc2c[nH]c3ccccc23)NC(=S)N1C1CCCCC1 (stereo unspecified),13.0,8.1,-2.5,7.9,0.4,-0.8,-1.7,21.9,-5.1,-0.9
Cc1c(C(C)NC(=O)c2cc(COc3cccc4cnccc34)on2)cnn1C (stereo unspecified),-15.5,-6.5,-0.9,-11.1,-1.5,0.5,0.9,-81.1*,-4.5,1.9
O=C(Nc1ccccc1)C1CCCN1/C=C/C(=O)C(F)(F)F (stereo unspecified),1.5,-0.8,10.7,-19.1,0.1,-0.4,4.2,-5.3,-4.2,-1.0
CC1=NN(c2ccc(Cl)cc2)C(=O)/C1=C\c1cccn1-c1ccc(S(N)(=O)=O)cc1,-2.7,12.6,48.1,-20.6,3.5,-0.4,-7.4,23.2,3.8,-1.5
O=C(CNC(=O)c1ccc(F)cc1)Nc1ccccc1C(F)(F)F,-32.7,nt,nt,-8.7,4.3,nt,2.9,0.3,2.8,2.9
Clc1ccc(SCCN2CCNCC2)cc1,-20.2,7.3,13.5,-8.0,2.9,0.0,-7.7,20.3,-2.1,-2.3
CCc1cccc2sc(NC(=O)C3CC3)nc12,-22.1,1.4,11.9,-16.7,-3.3,0.1,-7.0,11.5,-1.1,-0.5
CC(O)/C=C/c1ccc2ccccc2n1 (stereo unspecified),-153.6,16.8,40.0,-60.2,-2.7,0.8,-2.7,9.1,-0.5,-0.7
CN(C)c1ccncc1C(=O)Nc1ccc(F)cc1F,0.9,-10.8,0.2,7.8,3.0,1.0,1.1,0.4,1.6,0.7
O=C(O)c1cccc(NS(=O)(=O)c2ccc(Cl)c(C(=O)O)c2)c1,-21.6,-1.2,26.8,-5.3,2.0,0.5,-2.0,10.0,1.5,-4.2
CN(C)c1cccc(NC2=CC(=[N+]3CCOCC3)CC(C)(C)C2)c1,0.9,-1.1,2.3,-17.6,0.6,-0.3,-1.5,25.1,-0.8,-3.0
Cc1ccc(S(=O)(=O)CCC(=O)N(C)c2c(N)n(Cc3ccccc3)c(=O)[nH]c2=O)cc1,7.2,-9.2,10.3,nt,2.7,-25.1,nt,20.0,nt,5.4
CS(=O)(=O)N(CC(=O)N1CCCC1)c1cccc(Cl)c1Cl,9.1,-1.2,-9.8,-30.9,-5.6,0.1,-5.5,17.2,-0.4,1.3
CCN(CC)C1CC(=O)N(c2ccc(Br)cc2)C1=O (stereo unspecified),-1.3,9.8,15.3,-24.2,1.1,-0.4,-1.4,67.7,-3.1,-0.9
O=C(COC(=O)c1cncc(Br)c1)NCC1CCCO1 (stereo unspecified),-22.9,-1.6,11.0,-7.9,1.2,-0.4,-0.2,9.9,3.7,-5.3
CCc1c(C(=O)NCc2ccc3c(c2)OCO3)[nH]c(C)c1C(C)=O,-17.6,2.2,8.8,-31.0,2.2,0.5,4.6,11.8,-0.2,2.1
CCc1cc2c(=O)n(-c3ccccc3)cnc2s1,-95.5,6.0,12.4,-81.5,3.9,2.1,-0.7,7.8,-3.4,2.1

# Screening results (PubChem)
